APJ ag – APJ receptor agonism; CHO-K1 APJ PathHunter beta-arrestin, luminescence; 0% DMSO wells, 100% apelin; activation, % at 20 µM; actives 0.11% (n = 330,000);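 active = activation more than six SD over the plate average, tested at 20 µM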;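 also: 0% = DMSO alone and 100% = apelin-13 at 10 nM; some results filed as inactive read as strong as hits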
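Test system: CHO-K1 APJ beta-arrestin complementation cell line | Compound: Single test compound dose, 20 µM final, 1% DMSO | Incubation: Compound 90 min 25 °C, reagent 1 h | Measured by: beta-gal luminescence | Read-out basis: APJ–arrestin association signal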
NR3A LBD binder – NR3A (human) ligand-binding domain modulation | NR3A LBD differential scanning fluorimetry, Tm shift; 0% = protein alone, 100% = glycine-bound protein | Tm shift relative to glycine control, % at 25 µM | actives 2.5% (n = 340,000) | AID 1259313;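 active = melting temperature shift of at least 10% of the positive control shift, at one fixed dose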
tim10-1 inh – tim10-1 yeast growth inhibition; S. cerevisiae tim10-1 ts strain growth, BacTiter-Glo, 24 h; inhibition, % at 20 µM; actives 2.2% (n = 330,000); AID 463190;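 active = inhibition of at least 40%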;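 also: mutant grown at 25 °C; 0% = DMSO wells with yeast and 100% = wells holding no yeast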
TIM10 inh – growth inhibitors of TIM10 yeast strain; S. cerevisiae TIM10 strain growth, BacTiter-Glo luminescence, 24 h; inhibition, % at 10 µM; actives 1.4% (n = 330,000);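 active = inhibition of 40% or more at the single tested concentration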;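 also: wild-type TIM10 isogenic control strain grown at permissive 25 °C; 0% = DMSO yeast wells and 100% = minimal medium wells without yeast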
NALP3 yeast inh – inhibitors of NALP3 inflammasome in yeast. inhibition, % at 10 µM. actives 0.39% (n = 330,000). AID 2825. Yeast reconstituted NLRP3/ASC/caspase-1, beta-gal luminescence, 24 h;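 active = inhibition of 50% or more; inactive = inhibition below 50%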;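 also: plate controls were induced DMSO wells for no effect and uninduced yeast grown without galactose for full effect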
Mdm2 MdmX PPI – inhibitors of human Mdm2/MdmX interaction. O15151+Q00987. SaOS-2 split-luciferase Mdm2/MdmX complementation, luminescence. inhibition, % at 8 µM. actives 3% (n = 330,000);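 active = inhibition of at least 50% at 8 µM in the primary screen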
Target sequence (O15151 whole entry, looked up): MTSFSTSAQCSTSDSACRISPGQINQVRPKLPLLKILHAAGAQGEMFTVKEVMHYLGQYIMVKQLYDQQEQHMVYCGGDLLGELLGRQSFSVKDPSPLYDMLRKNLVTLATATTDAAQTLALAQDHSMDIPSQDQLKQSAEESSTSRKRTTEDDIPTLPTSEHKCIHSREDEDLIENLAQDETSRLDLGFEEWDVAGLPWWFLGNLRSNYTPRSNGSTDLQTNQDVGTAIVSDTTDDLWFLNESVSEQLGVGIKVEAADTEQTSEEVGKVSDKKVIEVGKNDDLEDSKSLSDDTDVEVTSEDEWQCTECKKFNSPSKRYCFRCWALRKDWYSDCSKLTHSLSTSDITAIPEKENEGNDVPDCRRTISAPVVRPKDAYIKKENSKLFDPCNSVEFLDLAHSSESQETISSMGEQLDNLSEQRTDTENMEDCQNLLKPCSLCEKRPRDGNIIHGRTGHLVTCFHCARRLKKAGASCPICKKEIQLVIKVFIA
Target sequence (Q00987 whole entry, looked up): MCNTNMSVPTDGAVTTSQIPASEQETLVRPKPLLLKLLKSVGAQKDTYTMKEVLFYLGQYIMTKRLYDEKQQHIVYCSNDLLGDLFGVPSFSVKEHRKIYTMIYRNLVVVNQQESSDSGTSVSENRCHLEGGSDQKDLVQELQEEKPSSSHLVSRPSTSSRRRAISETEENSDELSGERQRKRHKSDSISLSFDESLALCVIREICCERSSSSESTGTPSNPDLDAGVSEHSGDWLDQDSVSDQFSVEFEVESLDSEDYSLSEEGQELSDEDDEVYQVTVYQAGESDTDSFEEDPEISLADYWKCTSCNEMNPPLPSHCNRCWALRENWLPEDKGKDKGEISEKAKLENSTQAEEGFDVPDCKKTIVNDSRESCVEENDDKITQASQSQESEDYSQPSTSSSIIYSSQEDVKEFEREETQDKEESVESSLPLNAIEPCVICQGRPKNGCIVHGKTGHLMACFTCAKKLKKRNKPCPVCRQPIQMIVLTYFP
tim23-1 inh – inhibits growth of tim23-1 mutant yeast; S. cerevisiae tim23-1 growth, BacTiter-Glo luminescence, 24 h; actives 1.3% (n = 330,000); inhibition, % at 20 µM;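 active = growth inhibition of the mutant yeast at or above 50%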;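 also: temperature-sensitive mutant grown at 25 °C; plate controls were DMSO-treated mutant yeast for no effect and medium wells lacking yeast for full effect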
XBP1 UPR activ – adaptive UPR (XBP1) activation | CHO-XBP1 luciferase reporter, IRE1-XBP1 UPR activation, luminescence; percent of tunicamycin response, DMSO as zero | activation, % at 20 µM | actives 0.33% (n = 330,000) | AID 463104;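 active = versus positive control, 20 µM dose yields 30% or more activation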;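 also: 100% = tunicamycin at 10 µg/mL and 0% = DMSO only wells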
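Material – CHO cell line with stable XBP1 luciferase reporter · Buffer or medium – F12 plus 10% FBS · Compound – single point, 20 µM final compound, 1% DMSO · Schedule – 16-18 h cell attachment at 37 °C, then 6 h compound exposure · Signal – Steady-Glo luminescence read · Benchmarks – high control tunicamycin 10 µg/mL final, low control DMSO vehicle only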
CHOP UPR activ – activators of apoptotic arm of unfolded protein response (CHOP); actives 0.34% (n = 330,000); CHO-CHOP luciferase reporter, UPR activation, luminescence; percent of tunicamycin response over DMSO baseline; activation, % at 10 µM;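 active = at 10 µM dose, activation of 40% or more, normalized to positive control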;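 also: 100% = tunicamycin at 10 µg/mL and 0% = DMSO alone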
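Assay system: CHO cells with stable CHOP pathway luciferase reporter; Buffer or medium: F12 plus 10% serum; Times: 16-18 h cell attachment, then 6 h compound exposure, 37 °C; Signal: luciferase luminescence; Read-out basis: percent activation relative to tunicamycin control; Control set: tunicamycin high control, DMSO low control.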
Starred values were filed as active, the others as inactive; nt = not tested or not shown.

SMILES	APJ ag	NR3A LBD binder	tim10-1 inh	TIM10 inh	NALP3 yeast inh	Mdm2 MdmX PPI	tim23-1 inh	XBP1 UPR activ	CHOP UPR activ
CN(CC(=O)NCc1ccc(F)cc1)S(=O)(=O)c1cccc2nsnc12	2	2	7	2	4	1	7	0	1.3
O=C(Nc1nc2cc3c(cc2s1)OCCO3)c1ccc(N2C(=O)CCC2=O)cc1	-3	-11	-5	2	-2	-29	-3	1	-0.7
CC(=O)C1=C(c2ccccc2)NC(=O)NC1c1ccccc1OCC(=O)NCc1ccccc1 (stereo not given)	-2	-2	18	-1	8	11	-6	-2	-1.0
COC(=O)c1cc(C)nc2c1C(=O)C(=O)C=C2N1CCOCC1	5	-1	-8	3	14	65*	-5	-9	-7.8
NC1=NC(=O)/C(=C/c2cccs2)S1	-6	-1	-1	5	1	-26	4	3	0.3
COCCN(C(=O)COC(=O)/C=C/c1ccc(OC)c(OC)c1)c1c(N)n(Cc2ccccc2)c(=O)[nH]c1=O	-1	-5	-5	8	5	-9	2	0	1.4
CN(C)c1ccc(C(=O)c2ccc(O)cc2O)cc1	2	-19	41*	20	33	-45	49	0	6.7
COc1ccccc1OCCC(=O)O	-1	0	9	-4	2	-16	17	-1	0.9
CCOC(=O)N1CCN(C(=O)COC(=O)c2ccc(O)cc2O)CC1	-4	0	-8	-23	8	6	0	0	-1.1
S=C(NNC(=S)Nc1ccccc1)Nc1ccccc1	-4	35*	19	31	14	-30	20	5	4.2
COc1cccc2[nH]c3c(N4CCC(C)CC4)ncnc3c12	-2	2	41*	19	0	3	23	2	0.2
CC(C)c1cc(-c2cc(C(=O)Nc3ccccc3)on2)nc(NCC2CC2)n1	-3	nt	14	-1	10	2	26	-3	-1.1
Cc1ccc(NS(=O)(=O)c2cc(NC(=O)c3cc(=O)[nH]c(=O)[nH]3)ccc2Cl)c(C)c1	-2	-7	6	5	1	-26	16	-1	1.5
Cc1noc(C)c1C(=O)N1CCc2ccccc2C1	0	0	2	6	-9	10	6	-1	1.8
O=C(NCCC(c1ccccc1)c1ccccc1)c1cccs1	0	-15	30	12	11	6	35	0	2.7
COc1ccc(COC(=O)C2CCN(S(=O)(=O)c3ccc(C)cc3)CC2)cc1	1	4	28	-3	20	16	19	-3	1.1
COc1ccc(NC2CCCN(C(=O)c3ccccc3C(F)(F)F)C2)cc1 (stereo not given)	-7	-1	1	9	26	-1	7	-3	2.1
CCCCOc1ccc(C2C3CN(C(=O)OCC)CC=C3C(C#N)=C(N)C2(C#N)C#N)cc1OC (stereo not given)	7	-5	11	-11	11	29	-16	10	14
CN1CCN(C(=O)C2=C[C@H](c3ccc4c(c3)OCO4)C[C@H](OCCCCO)O2)CC1	-2	-1	-1	-9	13	0	-8	-1	1.3
O=C(CN1C(=O)C2CC=CCC2C1=O)Nc1ccc(S(=O)(=O)NC2=NCCCCC2)cc1 (stereo not given)	5	-1	3	3	2	-19	-9	0	-0.9

Compound profiles (already shown). Order of screens: APJ ag | NR3A LBD binder | tim10-1 inh | TIM10 inh | NALP3 yeast inh | Mdm2 MdmX PPI | tim23-1 inh | XBP1 UPR activ | CHOP UPR activ
O=C(NCCC(c1ccccc1)c1ccccc1)c1cccs1 is listed with 0 | -15 | 30 | 12 | 11 | 6 | 35 | 0 | 2.7
CN(C)c1ccc(C(=O)c2ccc(O)cc2O)cc1 is listed with 2 | -19 | 41* | 20 | 33 | -45 | 49 | 0 | 6.7
CN(CC(=O)NCc1ccc(F)cc1)S(=O)(=O)c1cccc2nsnc12 is listed with 2 | 2 | 7 | 2 | 4 | 1 | 7 | 0 | 1.3
S=C(NNC(=S)Nc1ccccc1)Nc1ccccc1 is listed with -4 | 35* | 19 | 31 | 14 | -30 | 20 | 5 | 4.2
O=C(CN1C(=O)C2CC=CCC2C1=O)Nc1ccc(S(=O)(=O)NC2=NCCCCC2)cc1 (stereo not given) is listed with 5 | -1 | 3 | 3 | 2 | -19 | -9 | 0 | -0.9

Part of the list above, field by field:
COC(=O)c1cc(C)nc2c1C(=O)C(=O)C=C2N1CCOCC1
  APJ ag = 5 | NR3A LBD binder = -1 | tim10-1 inh = -8 | TIM10 inh = 3 | NALP3 yeast inh = 14 | Mdm2 MdmX PPI = 65* | tim23-1 inh = -5 | XBP1 UPR activ = -9 | CHOP UPR activ = -7.8
NC1=NC(=O)/C(=C/c2cccs2)S1
  APJ ag = -6 | NR3A LBD binder = -1 | tim10-1 inh = -1 | TIM10 inh = 5 | NALP3 yeast inh = 1 | Mdm2 MdmX PPI = -26 | tim23-1 inh = 4 | XBP1 UPR activ = 3 | CHOP UPR activ = 0.3
COCCN(C(=O)COC(=O)/C=C/c1ccc(OC)c(OC)c1)c1c(N)n(Cc2ccccc2)c(=O)[nH]c1=O
  APJ ag = -1 | NR3A LBD binder = -5 | tim10-1 inh = -5 | TIM10 inh = 8 | NALP3 yeast inh = 5 | Mdm2 MdmX PPI = -9 | tim23-1 inh = 2 | XBP1 UPR activ = 0 | CHOP UPR activ = 1.4
CN(C)c1ccc(C(=O)c2ccc(O)cc2O)cc1
  APJ ag = 2 | NR3A LBD binder = -19 | tim10-1 inh = 41* | TIM10 inh = 20 | NALP3 yeast inh = 33 | Mdm2 MdmX PPI = -45 | tim23-1 inh = 49 | XBP1 UPR activ = 0 | CHOP UPR activ = 6.7

More results follow:
SMILES	APJ ag	NR3A LBD binder	tim10-1 inh	TIM10 inh	NALP3 yeast inh	Mdm2 MdmX PPI	tim23-1 inh	XBP1 UPR activ	CHOP UPR activ
CC(C(=O)NC1C=CS(=O)(=O)C1)N1C(=O)/C(=C\c2ccccc2)SC1=S (stereo not given)	-3	2	20	11	-2	15	30	-4	3.2
O=C(Cn1c(=O)oc2cc(S(=O)(=O)N3CCCC3)ccc21)NCc1ccc(F)cc1	-2	0	6	-9	-4	15	8	-2	0.7
COc1cccc(NC(=O)COC(=O)c2ccc3ccccc3n2)c1	-2	-2	-19	1	11	-8	5	4	1.8
Cc1cc(F)ccc1S(=O)(=O)N1CCC2(CC1)OCCN2S(=O)(=O)c1cccs1	6	0	17	-11	7	21	37	1	0.7
O=C(CN1CCCCCC1)NCC1CCCO1 (stereo not given)	-4	0	6	-7	15	12	-8	-6	2.4
Cc1ccc(-c2nn3c(C)nnc3s2)cc1NC(=O)c1ccc(-c2ccc(Cl)cc2Cl)o1	0	2	11	8	-14	80*	-25	51*	46*
CC1CCC(C(=O)NNC(=O)c2cc(-c3ccco3)[nH]n2)CC1 (stereo not given)	0	-3	2	1	-4	2	0	-2	-1.4
O=C(NC12CC3CC(CC(C3)C1)C2)c1cncc(Br)c1	-1	-1	7	-9	26	42	27	4	-0.2
NC(N)=NCCC[C@H](NC(=O)OCc1ccccc1)C(=O)O	-1	2	3	-2	-5	-9	12	0	-0.4
CCCc1cc(=O)[nH]c(SCC(=O)c2cc(C)n(CC3CCCO3)c2C)n1 (stereo not given)	0	-4	-1	5	-3	11	3	2	-0.1
CCOC(=O)c1cc(-c2ccccc2)nn1CC1CC(c2ccc(OC)cc2)=NO1 (stereo not given)	-1	13*	-10	-18	12	3	13	-2	0.5
Cc1ccc(C)c2[nH]c(=O)c(CN(CC3CCCO3)S(=O)(=O)c3ccc4c(c3)OCCO4)cc12 (stereo not given)	-1	-2	34	23	42	1	24	0	1.6
Cc1ccc2c(c1)c1c(n2C)-c2[nH]ncc2CC1	-4	-4	55*	6	1	-2	24	4	2.4
CCCN1CCN(CCCNC(=O)Cn2ncc3c4ccccc4n(C)c3c2=O)CC1	-1	0	-23	1	21	23	-8	2	-1.1
COCCn1c(C)cc(C(=O)COc2cccnc2[N+](=O)[O-])c1C	-1	-1	-4	-1	19	3	-11	-4	-1.5
CC1(c2cccc(Br)c2)NC(=O)N(CC(=O)Nc2ccc(S(N)(=O)=O)cc2)C1=O (stereo not given)	0	-11	-34	2	14	9	-13	-3	-1.9
COc1ccc(S(=O)(=O)NCCc2cn3nc(C)c(C)nc3n2)cc1C	0	-1	-1	10	8	0	-1	-2	0.1
Cc1ccc(C(=O)N/C(=C\c2ccc(-c3cccc([N+](=O)[O-])c3)o2)C(=O)NCCCN2CCOCC2)cc1	11	6	23	-2	-10	51*	9	-4	0.4
CC(C)OC(=O)c1ccc(Cn2nnc3ccccc3c2=O)cc1	-4	1	1	-1	38	-35	24	-1	-0.6
COCCCn1c(SCC(=O)Nc2oc(C)c3c(C)n[nH]c(=O)c23)nc2ccccc2c1=O	-2	1	-16	-4	-4	8	-6	-1	-0.3
CCOc1ccccc1N1CCN(Cc2c(C)n(C)n(-c3ccccc3)c2=O)CC1	-1	0	9	4	1	-15	2	-1	-1.1
O=C(Nc1cccs1)Nc1c(F)c(F)c(F)c(F)c1F	-2	-4	-14	-19	12	0	-4	-3	-1.4
CC(=O)c1ccc(N2CCN(S(=O)(=O)c3ccccc3)CC2)c(F)c1	-3	-3	-12	-2	39	-5	0	-1	-0.5
COc1ccc(-c2n[nH]c3c2CN(C(=O)c2ccc(OC)c(OC)c2)CC3)cc1	-1	0	2	6	4	58*	4	0	-0.9
Clc1ccc(-c2ccccc2)nn1	0	0	-2	-1	13	4	12	-1	-0.1
CCOC(=O)c1oc2ccc(Br)cc2c1NC(=O)CN1CCN(C)CC1	-8	-2	-20	-43	44	17	-12	-2	-0.2
C#CCOc1ccc(C2C3=C(CCCC3=O)N(CC(=O)O)C3=C2C(=O)CCC3)cc1Br	0	0	5	-8	3	-14	-4	-7	2.8
CCOC(=O)CCSc1cc(C)c2ccccc2n1	-2	3	-7	-15	9	12	5	0	1.2
O=C(CCNC(=O)c1ccccc1Cl)NCc1ccco1	0	4	-19	2	6	2	-19	0	0.1
CCOC(=O)[C@@H]1[C@H]2COc3cc(OC)ccc3[C@H]2N2C(=O)N(c3ccc(C)cc3)C(=O)[C@]12C	-2	-1	13	4	2	15	4	-2	-0.3
CC(C)[C@H](NC(=O)c1ccccc1)C(=O)OCC(=O)NCCc1ccc(F)cc1	2	1	19	13	-2	18	18	-2	0.0
CCCCCCCCCC[N+](C)(C)CC/C=C1/c2ccccc2Sc2ccc(Cl)cc21	1	22*	98*	83*	2	83*	92*	3	0.2
Cc1ccc(S(=O)(=O)NCc2cccnc2)cc1C	1	-1	-12	2	25	-34	-10	-2	2.3
Cc1cccnc1NC(=O)c1ccc(Cl)c(S(=O)(=O)N2CCCCC2)c1	0	2	-5	-9	9	15	-17	0	-0.4

Bioassay records (PubChem BioAssay)
